HEK293 NOD2/NF-kB: inhibition of NOD2-driven NF-kB reporter – cell-based, luminescence, uHTS, HEK293 (AID 1566). inhibition, % at 4 µM, or EC50 in µM where a hit was titrated. hit rate 0.63% among 290,000. HEK293 NOD2/NF-kB luciferase reporter, luminescence; higher % means a stronger effect; note: many of its hits are not listed in these tables
Lipid droplet: modulators of hepatic lipid droplet formation; AML12 mouse hepatocytes, oleate lipid droplets, BODIPY imaging; inhibition, % at 6.5 µM; hit rate 0.4% among 240,000;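 active = lipid droplet intensity inhibited by at least 50%, with more than 500 cells counted; inconclusive = wells with under 300 cells, treated as cytotoxic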
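Material – mouse AML12 hepatocyte cell line, fixed after treatment · Compound dosing – one dose, 6.5 µM compound · Times – compound with oleate, overnight · Measured by – Image-based BODIPY and DAPI two-channel analysis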
Dengue-2 NS5 capping: Dengue-2 NS5 methyltransferase inhibitors, primary screen, biochemical, confirmation dose response (AID 588689) | Dengue-2 NS5 methyltransferase capping enzyme assay, biochemical; higher % means a stronger effect | hit rate 0.3% among 340,000 | one-dose inhibition, % at 25 µM; IC50 in µM for titrated hits; in the data active = a potency from the dose series; inconclusive = inhibition above about 29% without an active follow-up result
AID2073: disruptors of CaV2.2 binding to Mint1 – biochemical, HTRF (AID 2073); HTRF protein-protein interaction, Mint1-CaV2.2; higher % means a stronger effect; inhibition, % at 20 µM, or IC50 in µM where a hit was titrated; hit rate 0.19% among 290,000; in the data active = inhibition mostly above about 51%, no sharp cut-off; inconclusive = no clear call, values can overlap the other calls; inactive = mostly below about 53%; note: some results filed as inactive read as strong as hits
HIV fusion peptide: cell-free HIV fusion peptide-binding blockers – biochemical, uHTS, fluorescence dequenching, primary screen (AID 1986); inhibition, % at 20 µM; hits with a dose series show IC50 in µM; cell-free peptide binding, fluorescence dequenching, 30 min; higher % means a stronger effect; hit rate 0.3% among 290,000; in the data active = inhibition mostly above about 52%, no sharp cut-off; inactive = mostly below about 76%; note: some results filed as inactive read as strong as hits
XIAP antagonists: small molecules displacing peptide from XIAP – biochemical, IAP family, fluorescence polarization (AID 1018); XIAP BIR domain, fluorescence polarization peptide displacement; higher % means a stronger effect; one-dose displacement, % at 20 µM; IC50 in µM for titrated hits; hit rate 0.007% among 200,000; in the data active = displacement above about 50%; note: a part of the inactive calls stands beside numbers as strong as those of hits
SIAH1 antagonists: Siah-1 peptide-binding antagonists, primary screen, biochemical, fluorescence polarization, rhodamine-plectin, uHTS (AID 1817). Siah-1 / rhodamine-plectin peptide fluorescence polarization; higher % means a stronger effect. one-dose displacement, % at 20 µM; IC50 in µM for titrated hits. hit rate 0.02% among 290,000;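 active = displacement of at least 50% at 20 µM, with a fluorescence ratio check between 0.3 and a set limit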;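 note: plate controls were Siah plus tracer with DMSO for no effect and tracer alone without Siah for full effect; strong numbers were not always called active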
Myeloid diff MLP: promotes myeloid progenitor differentiation | ER-HoxA9 myeloid progenitors, lysozyme-GFP differentiation, flow cytometry | calls only at 10 µM | hit rate 1% among 360,000 | AID 624256;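 active = normalized GFP-positive differentiation at or above the plate's own cutoff, the solvent-only control mean plus 3 SD; inconclusive = no clear call, values can overlap the other calls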;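 note: cells exposed to compound for four days before flow analysis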
LYP inhibition: PTPN22 lymphoid phosphatase activity blockers – biochemical, fluorescence intensity, uHTS (AID 1779) | recombinant LYP phosphatase, fluorescence intensity; higher % means a stronger effect | inhibition, % at 11.5 µM, or IC50 in µM where a hit was titrated | hit rate 0.054% among 290,000;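 note: plate controls were vehicle with enzyme for no effect and no enzyme for full effect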
Lipid droplet cells 6.5 µM: further read-out of Lipid droplet, marked with its call; cell count; measured here: cell count, cytotoxicity flag;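 cells counted across two imaged fields per well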
Dengue-2 NS5 capping pilot replicate: recorded beside Dengue-2 NS5 capping, whose call it bears; inhibition, %; measured here: pilot screen replicate inhibition
Myeloid diff MLP GFP+ MAC1+ %: second read-out of Myeloid diff MLP, no call of its own (marks repeat the call); GFP+ MAC1+ double positive, %; measured here: differentiation confirmed by MAC1 staining
* hit, by the source's call; i = inactive; ? = inconclusive; . = no result given. Cut-off read from the data, not from the text of the source, unless noted: active = inhibition above about 50%; inactive = the rest. Not all compounds are listed. The share of hits here may be higher or lower than overall.

SMILES	HEK293 NOD2/NF-kB	Lipid droplet	Lipid droplet cells 6.5 µM	Dengue-2 NS5 capping	AID2073	HIV fusion peptide	XIAP antagonists	SIAH1 antagonists	Myeloid diff MLP	Myeloid diff MLP GFP+ MAC1+ %	LYP inhibition	others
COc1ccc(N(CC(=O)NCc2ccccc2)C(=O)Cn2nnc(-c3ccccc3F)n2)cc1OC	4%	0	700	1%	-2%	-1.7%	-9.1%	0%	i	0.3	-4%
O=C(CNC(=O)c1ccco1)OCc1ccc(Cl)cc1	-1%	-3	633	1%	-14%	-1.8%	1.2%	-6%	i	0.8	0%
O=[N+]([O-])c1ccc2c(c1)nnn2-c1ccccc1	3%	9	843	0%	2%	2.7%	.	10%	i	0.5	-6%
CC(=O)Oc1ccc(C(=O)NCc2ccco2)cc1	6%	13	852	-1%	8%	0.4%	.	12%	i	0.8	-7%
O=C(N/N=C/c1ccc(O)cc1)c1nc(-c2ccccc2)n(-c2ccccc2)n1	7%	12	592	-7%	8%	-0.6%	-8.6%	3%	i	0.3	-3%
COc1ccc(/C=N/NC(=S)Nc2ccccc2)cc1COc1ccc(Br)cc1	6%	-18	670	-9%	-8%	-0.5%	.	8%	i	0.2	2%
c1ccc(Cn2c(CNc3nc4ccccc4n3CCN3CCOCC3)nc3ccccc32)cc1	-29%	.	.	-1%	-7%	6.3%	-2.5%	0%	i	7.0	0%
Cc1ccc(C(O)c2nc3ccccc3n2C)cc1 (centres undefined)	18%	-3	784	-4%	8%	-0.3%	.	2%	i	0.2	-15%
COc1cccc2c1NC(C(=O)O)C1CC=CC21 (centres undefined)	25%	-5	665	26%	13µM*	65%	-2.4%	122%	i	1.2	2%
O=C(Cc1cccs1)N1CCN(c2ccc(F)cc2)CC1	8%	-15	730	-6%	-2%	2.9%	-4.6%	0%	.	.	-8%
Cc1ccc(CNC(=O)CCCc2c[nH]c3ccccc23)cc1	1%	71*	780*	-3%	-3%	-1.3%	.	-3%	i	0.6	-3%
Cc1nnc(NC(=O)CCS(=O)(=O)Cc2ccccc2)s1	8%	-24	806	1%	-17%	-0.4%	.	-5%	?	.	-11%
O=C(COC(=O)c1cc[n+]([O-])cc1)Nc1ccc(SC(F)F)cc1	8%	-23	642	-15%	-1%	2.4%	.	0%	i	0.3	-5%
O=C(N/N=C1\C2CN3CCN(C2)CC1(c1ccccc1)C3)c1ccc(F)cc1	5%	-6	664	2%	-1%	-0.3%	-0.8%	1%	i	0.1	-12%
Cc1cc(Cl)ccc1OCC(=O)Nc1ccc2oc(=O)ccc2c1	32%	4	807	2%	3%	-1.9%	.	6%	i	0.5	-3%
Cc1ccccc1N1C(=O)c2ccccc2NC1c1ccncc1 (centres undefined)	8%	-3	706	0%	49%	-1.8%	0.3%	-6%	i	0.8	-8%
O=C1c2ccccc2C(=O)N1COc1ccc(S(=O)(=O)N2CCOCC2)cc1[N+](=O)[O-]	-10%	-2	862	-3%	2%	-2.3%	.	-10%	i	1.5	-3%
COc1ccc(-c2csc3ncnc(Cl)c23)cc1	2%	-2	742	-5%	-5%	-0.2%	-2.7%	10%	i	0.3	-9%
CC(C)(C)c1nc2scc(-c3cccs3)c2c(=O)o1	-4%	1	740	-12%	-3%	0.0%	-3.6%	1%	i	0.4	-10%
Cc1cc(C)c2nc(NNC(=O)c3cc(-c4cccs4)nc4ccccc34)sc2c1	6%	.	.	-4%	12%	1.9%	-7.6%	-11%	i	2.0	7%
Cc1nn(-c2ccc(F)cc2)c(N)c1C1(O)C(=O)Nc2ccccc21 (centres undefined)	-3%	2	674	-6%	8%	0.3%	0.5%	5%	i	0.5	2%
Cc1nn(Cc2ccc(Cl)cc2)c(C)c1N	4%	-9	749	10%	3%	-3.7%	-0.3%	2%	i	1.7	1%
CCOc1ccc2[nH]c(=O)c(CN(Cc3ccc(F)cc3)C(=O)c3ccco3)cc2c1	23%	.	.	-5%	6%	2.1%	-4.3%	-1%	i	1.1	0%
O=C(NCCNC1CCCCC1)c1ccco1	3%	17	803	-4%	-3%	1.6%	.	4%	i	0.1	-9%
Cc1ccnc(NC(=O)c2ccc3c(c2)S(=O)(=O)c2ccccc2C3=O)c1	-21%	15	750	-6%	-7%	-2.5%	.	-5%	i	0.2	-4%
SMILES	HEK293 NOD2/NF-kB	Lipid droplet	Lipid droplet cells 6.5 µM	Dengue-2 NS5 capping	AID2073	HIV fusion peptide	XIAP antagonists	SIAH1 antagonists	Myeloid diff MLP	Myeloid diff MLP GFP+ MAC1+ %	LYP inhibition	others
COC(=O)CCn1nc(-c2ccc(Cl)cc2)c2ccccc2c1=O	5%	-1	726	-6%	-8%	0.9%	-4.9%	2%	i	0.2	-4%
S=c1[nH]nc(COc2ccc(Cl)cc2)n1-c1ccccc1	-2%	4	811	.	-22%	-0.8%	.	9%	i	0.1	-10%
O=C(NCCc1ccccc1)C1(c2ccccc2)CC1(Cl)Cl (centres undefined)	14%	.	.	-4%	0%	-2.4%	-3.0%	-3%	i	1.6	-5%
Nc1c(S(=O)(=O)c2ccccc2)csc1C(=O)O	12%	16	680	-8%	-1%	-0.5%	-2.7%	19%	i	0.0	-4%
COc1ccc(/C=C/CN2CCC(n3nccc3NC(=O)C3CCCC3)CC2)cc1	2%	-12	831	1%	-4%	1.0%	.	1%	i	1.3	-5%
CCSc1ccccc1C(=O)NC1CCCCC1	9%	5	637	3%	-1%	0.6%	-4.4%	-3%	i	0.5	-6%
CC(=O)C(C(c1ccccc1)c1c[nH]c2ccccc12)[N+](=O)[O-] (centres undefined)	-22%	.	.	-1%	-5%	0.3%	.	0%	i	1.1	-5%
CC(C)Oc1ccc(CNS(=O)(=O)c2csc(C(N)=O)c2)cc1	16%	-16	722	-9%	2%	-1.0%	.	-1%	i	2.2	-7%
COc1ccc(OC)c2c(N)c(C#N)c(C(F)(F)C(F)(F)F)nc12	7%	-10	637	-7%	20%	-0.8%	-1.6%	1%	i	0.9	-2%
Cc1ccc(NC(=O)C(=O)C2C(=O)Nc3ccccc32)cc1 (centres undefined)	-11%	-3	707	-10%	-13%	1.3%	.	-2%	i	0.5	-6%
COc1ccc(C(=O)Oc2cc(C)[nH]c(=O)c2[N+](=O)[O-])c(OC)c1	7%	6	784	-1%	0%	2.1%	.	1%	i	2.6	0%
CN(C)c1ccc(NC(=O)c2ccc(COc3cccc(Cl)c3)o2)cc1	-105%	-12	765	-2%	-8%	-0.7%	-3.0%	-1%	i	1.0	-2%
CCOC(=O)Cn1cc(C#N)c2cccc(CC)c21	19%	-5	742	-8%	0%	1.3%	1.6%	3%	i	0.3	0%
CC(=O)C1=C(O)C(=O)N(c2ccccn2)C1c1cccc(F)c1 (centres undefined)	-6%	-6	830	4%	2%	1.0%	.	6%	i	0.4	-6%
O=C(O)CNS(=O)(=O)c1ccc(Br)s1	2%	-12	828	-2%	-4%	-0.5%	-7.0%	0%	i	0.7	0%
CC(=O)c1sc(=S)n(-c2ccccc2)c1C	2%	8	687	-1%	0%	-0.8%	.	-1%	i	1.0	-8%
O=C(C1CC(=O)N(C2CCCC2)C1)N1CCN(c2ccccc2)CC1 (centres undefined)	13%	-5	666	-1%	8%	-1.6%	.	7%	i	0.6	-9%
CC1(OC(=O)CCc2ccccc2)C(=O)C=C2C=C(c3ccc(C#N)cc3)N(Cc3ccco3)C=C2C1=O (centres undefined)	12%	-1	656	9%	48%	26%	.	7%	i	2.3	-3%
O=C(N/N=C/c1ccc2c(c1)OCO2)c1cc(-c2ccccc2Cl)nc2ccccc12	-2%	.	.	1%	23%	-1.4%	0.4%	7%	i	0.3	6%
COCCNC(=O)NC12CC3CC(CC(C3)C1)C2	-8%	17	709	-13%	3%	-0.7%	-2.7%	1%	i	0.7	-9%
CSc1ccc(S(=O)(=O)Nc2ccc(S(=O)(=O)Nc3ccc(C)cc3)cc2)cc1	-38%	-6	807	-4%	11%	0.7%	-20%	-1%	i	5.2	3%
COc1ccc(N2CCN(C(=O)c3cc4cc(Cl)ccc4[nH]3)CC2)cc1	-36%	.	.	-7%	6%	1.2%	.	-3%	i	0.4	4%
CC(C)C(O)P(=O)(OCc1ccccc1)c1ccc(N(C)C)cc1 (centres undefined)	14%	.	.	1%	29%	0.5%	-6.0%	-4%	i	0.7	-7%	Dengue-2 NS5 capping pilot replicate=-3.7
COCC(=O)N1CCc2ccc(NC(=O)c3ccccc3Cl)cc2C1	-1%	9	810	-5%	-7%	-0.7%	.	2%	i	0.5	-5%
CCCc1noc(-c2cccc([N+](=O)[O-])c2)n1	1%	5	694	-2%	-6%	-0.5%	-3.1%	0%	i	0.0	-5%
SMILES	HEK293 NOD2/NF-kB	Lipid droplet	Lipid droplet cells 6.5 µM	Dengue-2 NS5 capping	AID2073	HIV fusion peptide	XIAP antagonists	SIAH1 antagonists	Myeloid diff MLP	Myeloid diff MLP GFP+ MAC1+ %	LYP inhibition	others
O=C(NCC1CCCO1)c1cc2c(s1)CS(=O)(=O)C2 (centres undefined)	0%	-10	789	-1%	8%	-0.4%	-3.6%	-4%	i	5.3	-13%
Cn1c(SCC(=O)N2CCN(Cc3ccccc3)CC2)nnc1-c1ccncc1	7%	3	767	1%	-4%	1.2%	-8.5%	1%	i	6.2	-10%
CCOc1cc(C2NC(=O)NC(O)(C(F)(F)F)C2C(=O)c2ccc(Cl)cc2)ccc1O (centres undefined)	-5%	.	.	-2%	4%	14%	-2.4%	1%	i	6.2	0%
CCCCn1cnc2c([nH]c3cc(OC)ccc32)c1=O	-35%	.	.	0%	-1%	1.1%	-1.3%	0%	i	0.7	-5%
Cc1ccc(-c2ncns2)cc1	4%	2	693	-6%	5%	0.9%	.	3%	i	0.6	-2%
O=C(NNc1ccccc1C(F)(F)F)c1cccs1	-21%	4	735	-9%	-10%	-0.7%	.	12%	i	0.1	-3%
Cc1ccccc1Nc1c([N+](=O)[O-])ccc2nonc12	8%	-10	790	-8%	8%	-0.2%	.	4%	i	0.6	-6%

4 compounds out of the list, ordered by formula weight, ascending:
SMILES	HEK293 NOD2/NF-kB	Lipid droplet	Lipid droplet cells 6.5 µM	Dengue-2 NS5 capping	AID2073	HIV fusion peptide	XIAP antagonists	SIAH1 antagonists	Myeloid diff MLP	Myeloid diff MLP GFP+ MAC1+ %	LYP inhibition	others
Cc1ccc(-c2ncns2)cc1	4%	2	693	-6%	5%	0.9%	.	3%	i	0.6	-2%
Cc1ccccc1Nc1c([N+](=O)[O-])ccc2nonc12	8%	-10	790	-8%	8%	-0.2%	.	4%	i	0.6	-6%
CCCCn1cnc2c([nH]c3cc(OC)ccc32)c1=O	-35%	.	.	0%	-1%	1.1%	-1.3%	0%	i	0.7	-5%
O=C(NNc1ccccc1C(F)(F)F)c1cccs1	-21%	4	735	-9%	-10%	-0.7%	.	12%	i	0.1	-3%

Bioassay records as filed in PubChem BioAssay.
